# SR-BI uptake up – activators of SR-BI mediated HDL lipid uptake. CHO ldlA[mSR-BI] cells, DiI-HDL uptake fluorescence, 3 h; 100 = double the neutral-control signal. activation, % at 12.5 µM. actives 0.096% (n = 320,000). AID 504775;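 active = mean replicate activation of at least 60% and every replicate at or above 60%; inconclusive = mean or all-replicate condition met, but not both; inactive = mean below 60% and not all replicates reaching 60%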;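 also: 0% = median plate neutral-control signal and 100% = twice that signal; values of inactives mirror those of a sister screen read the other way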
#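 Test system: SR-BI-overexpressing, LDLR-lacking CHO cells; Also added: labelled HDL, 10 µg/mL; Measured by: bottom-read cell fluorescence after medium removal, ex 550/em 595 nm; Timing: 3 h uptake period with compound, 37 °C; Buffer or medium: F12, 0.5% BSA, 25 mM HEPES; Doses: single compound concentration, delivered by pin transfer.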
# MITF TRPM1 HTS – increases MITF-driven TRPM1 promoter luciferase signal. SK-MEL-5 TRPM1-promoter luciferase, 24 h; % of positive control, neutral wells = 0. activation, % at 12.5 µM. actives 0.75% (n = 300,000);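 active = mean activation of at least 80% with every replicate also reaching 80%; inconclusive = mean reaches 80% but some replicate falls short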;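 also: 0% = neutral control wells and 100% = parthenolide positive control wells; values of inactives mirror those of a sister screen read the other way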
# Wnt act – activates Wnt/beta-catenin signaling in a reporter cell assay; activator, plate reader; activation, % at 9.35 µM; actives 1.2% (n = 300,000); in the data active = activation above about 30%, passing the limit was not always enough; inconclusive = no clear call, values can overlap the other calls;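 also: 0% = neutral control wells and 100% = positive control wells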
# AddAB inh – less growth of phage-infected E. coli with AddAB. E. coli expressing H. pylori AddAB, absorbance growth. AID 435030. inhibition, % at 11.9 µM. actives 0.29% (n = 330,000); in the data active = inhibition above about 12%;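 also: 0% = vehicle wells of infected cells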
# E coli growth – bacterial growth inhibition, counter-screen for AddAB inhibitors | AID 449728 | E. coli V3065 growth, OD600 absorbance, 18 h | inhibition, % at 11.9 µM | actives 0.27% (n = 330,000);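 active = inhibition above the campaign's mean inhibition across all tested compounds plus 3 SD, cut at about 9.9% in these data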;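 also: uninfected addAB+ strain grown without phage in ampicillin broth; 0% = DMSO wells and 100% = ciprofloxacin 0.95 µg/ml wells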
# CAL PDZ FP-1 – blocks peptide binding to the human CAL PDZ domain; actives 0.92% (n = 300,000); Q9HD26; inhibition, % at 24.9 µM; AID 602252; purified CAL PDZ, TMR-peptide fluorescence polarization, 1 h;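 active = mean inhibition of at least 30% with at least half of replicates also reaching 30%; inconclusive = no clear call, values can overlap the other calls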;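 also: 0% = DMSO neutral control and 100% = excess unlabeled competitor peptide PRC23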
# phage Ecoli inh – E. coli growth loss with phage present. growth absorbance. inhibition, % at 11.9 µM. actives 0.26% (n = 360,000); in the data active = inhibition above about 11%
# Tat transport – E. coli Tat transport inhibition; E. coli MC4100 TorA-mCherry Tat export, fluorescence; inhibition, % at 10 µM; actives 0.036% (n = 340,000); AID 488895;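 active = mean replicate inhibition at least 50% and at least half of replicates individually reaching 50%; inconclusive = only one of the two criteria met; inactive = neither criterion met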;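 also: exported cargo escapes ClpAP degradation while cytoplasmic cargo is degraded and loses fluorescence; 0% = median of neutral control wells and 100% = median of NaSCN control wells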
# SR-BI DiI inh – mouse SR-BI HDL lipid transfer inhibition; Q61009; ldlA[mSR-BI] CHO cells, DiI-HDL uptake fluorescence, 3 h; inhibition, % at 12.5 µM; actives 0.96% (n = 320,000);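 active = mean replicate inhibition of at least 70% and a set share of replicates each scoring 70 or more; inconclusive = meets just one of the two criteria; inactive = fails both criteria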;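 also: 0% = median of neutral control wells and 100% = median of positive control wells; values of inactives mirror those of a sister screen read the other way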
# Target sequence (Q61009 whole entry, looked up): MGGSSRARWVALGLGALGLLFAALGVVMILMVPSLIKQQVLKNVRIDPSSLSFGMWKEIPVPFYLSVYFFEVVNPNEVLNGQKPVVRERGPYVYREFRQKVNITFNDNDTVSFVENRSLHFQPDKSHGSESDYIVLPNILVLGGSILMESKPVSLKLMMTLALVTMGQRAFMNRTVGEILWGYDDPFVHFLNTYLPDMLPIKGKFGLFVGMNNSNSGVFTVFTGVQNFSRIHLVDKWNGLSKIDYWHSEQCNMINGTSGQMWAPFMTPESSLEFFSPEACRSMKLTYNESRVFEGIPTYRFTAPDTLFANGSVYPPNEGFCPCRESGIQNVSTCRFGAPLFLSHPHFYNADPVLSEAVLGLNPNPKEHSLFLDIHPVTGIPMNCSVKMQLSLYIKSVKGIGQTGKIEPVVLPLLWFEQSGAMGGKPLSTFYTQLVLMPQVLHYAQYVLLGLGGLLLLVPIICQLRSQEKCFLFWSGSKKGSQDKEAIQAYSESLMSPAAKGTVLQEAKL
# CAL PDZ FP-2 – inhibitors of human CAL PDZ peptide binding. purified CAL PDZ, TMR-peptide fluorescence polarization, 1 h. inhibition, % at 20 µM. actives 0.02% (n = 330,000). AID 504414;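 active = highest replicate inhibition of at least 40%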;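 also: plate controls were DMSO neutral control wells for no effect and unlabeled competitor peptide control wells for full effect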
#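 System: purified tagged CAL PDZ domain construct (CerCALP). Schedule: 1 h incubation at room temperature before polarization reading. Medium: 25 mM sodium phosphate pH 7.4, 150 mM NaCl, TCEP, IgG, Thesit. Read-out: percent inhibition from loss of millipolarization. Measured by: FP readout, S and P plane fluorescence. Probe or stimulus: fluorescent TMR peptide probe.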
# Starred values were filed as active, the others as inactive; ? = inconclusive; . = no result given; & = joins results of further samples.
SMILES,SR-BI uptake up,MITF TRPM1 HTS,Wnt act,AddAB inh,E coli growth,CAL PDZ FP-1,phage Ecoli inh,Tat transport,SR-BI DiI inh,CAL PDZ FP-2
Cc1nnc(SCC(=O)N(CC(C)C)C2CCS(=O)(=O)C2)n1N (stereo not drawn),16,-4,-1,2.8,0.7,.,-0.6,0,-16,0.1
O=C(COc1ccccc1)NC(NC(=S)Nc1ccccc1C(=O)O)C(Cl)(Cl)Cl (stereo not drawn),25,.,-7,2.2,-1.2,-2,2.2,-1,-25,-1.5
Cc1cccc(C2CC(c3ccccc3)Nc3nc(N)nn32)c1 (stereo not drawn),-12,-2,-2,5.8,-0.2,-2,3.0,-16,12,0.1
O=C(CCCN1C(=O)NC2(CCCC2)C1=O)Nc1ccc(Cl)c(S(=O)(=O)N2CCOCC2)c1,8,6,6,.,.,7,3.2,-1,-8,-0.8
O=C(Nc1ccccc1F)c1cc(S(=O)(=O)N2CCOCC2)cs1,-24,-27,1,-0.6,-0.9,.,-0.7,-1,24,-0.6
CC(NC(=O)C1CCN(C(=O)Nc2ccccc2)CC1)c1ccc(Cl)cc1 (stereo not drawn),-19,0,-1,0.0,-1.1,.,2.1,-1,19,-0.4
CCN(CC)c1nc2ccccc2nc1C(C#N)C(=O)NCCc1ccccc1 (stereo not drawn),0,.,-8,1.4,-0.7,-2,5.0,-1,0,1.1
O=C(COC(=O)c1cccnc1)Nc1cccc(Cl)c1,-5,-6,.,-0.7,-1.1,-1,3.0,16,5,-1.8
COC(=O)/C=C/c1cccc([C@H]2[C@@H]3C=CC[C@@H](C)[C@@H]3C(=O)N2Cc2ccccc2)c1,-25,-15,-1,0.1,0.7,-12,-2.6,10,25,-1.2
CN1CCN(C(=O)C23CCC(C)(c4nc5ccccc5nc42)C3(C)C)CC1 (stereo not drawn),18,.,.,1.2,3.3,-1,2.6,-4,-18,-0.5
CCOC(=O)CCC(=O)N1CCOCCOCCOCC1,-15,5,.,3.4,4.2,-1,0.8,3,15,-3.0
CC(Oc1cc2oc(=O)c3c(c2cc1Cl)CCC3)C(=O)NCc1ccncc1 (stereo not drawn),3,9,-4,2.1,1.5,2,3.5,-1,-3,0.9
C(=N/Nc1nc(-c2ccccc2)cc(-c2ccccc2)n1)/c1cccnc1,-23,59,11,0.0,0.2,-2,0.8,7,23,-2.2
CCCN1CCC(NC(=O)CCc2nnc(Cc3cc(OC)ccc3OC)o2)CC1,15,12,2,-3.6,-1.0,.,2.6,-3,-15,-0.8
CC1CCN(C(=O)Cn2cc(C#N)c3ccccc32)CC1,9,11,.,2.0,0.0,0,1.4,-2,-9,0.8
COc1ccc2c(c1)CC/C2=N\OC(=O)c1ccccc1C,-21,117*,3,0.8,1.4,.,2.1,0,21,0.3
COCCN1CC(CNC(=O)c2cc(COc3ccc(C)c(C)c3)on2)CC1=O (stereo not drawn),8,-5,4,3.4,-2.6,0,-0.3,-3,-8,-1.6
Cc1ccsc1C(=O)N1CCN(c2ccccn2)CC1,23,.,-1,1.6,0.6,6,3.7,4,-23,-0.1
O=C(Cn1c(SCc2ccccc2)nc2ccccc21)N1CCOCC1,-5,9,12,-1.1,1.8,0,3.7,-5,5,-0.7
Cc1nn2cnc3sc4c(c3c2nc1=O)CCCC4,22,-4,.,2.4,2.2,4,0.7,-2,-22,-1.2
CC1SC2(NC1=O)C1CC3CC(C1)CC2C3 (stereo not drawn),11,-8,-2,5.4,0.1,.,0.1,4,-11,-0.2
CC(=O)c1c(C)nc2cc(Cl)ccc2c1N,-1,-3,.,3.2,-0.5,-3,3.8,3,1,-0.3
O=C(CS(=O)c1ccc(F)cc1)N1CCOCC1 (stereo not drawn),28,-18,-4,-1.0,1.2,-6,-0.1,-7,-28,0.1
Cc1ccc(C)c(NC(=S)N(C)C)c1,13,2,1,1.4,-1.3,5,4.2,-1,-13,0.5
O=S(=O)(NCC1COc2ccccc2O1)c1ccccc1F (stereo not drawn),6,0,1,0.0,3.0,-4,0.6,-6,-6,1.3

# The closing 2 entries of the part above lead into the next:
SMILES,SR-BI uptake up,MITF TRPM1 HTS,Wnt act,AddAB inh,E coli growth,CAL PDZ FP-1,phage Ecoli inh,Tat transport,SR-BI DiI inh,CAL PDZ FP-2
Cc1ccc(C)c(NC(=S)N(C)C)c1,13,2,1,1.4,-1.3,5,4.2,-1,-13,0.5
O=S(=O)(NCC1COc2ccccc2O1)c1ccccc1F (stereo not drawn),6,0,1,0.0,3.0,-4,0.6,-6,-6,1.3
COc1cccc(OC)c1OC(=O)/C=C/c1ccc(C)o1,.,0,-1,-0.3,1.3,.,-2.6,2,.,-1.6
CCn1cc(C(=O)NCc2ccc3c(c2)OCO3)c(=O)c2cc(S(=O)(=O)N(C)C)ccc21,0,-10,-4,0.0,-1.1,.,2.6,6,0,-1.2
CCC1CCCCN1CCCNC(=O)CCNC(=O)Cn1cnc2ccccc2c1=O (stereo not drawn),.,-1,-2,3.5,-0.8,1,0.0,-9,.,-3.8
CCOC(=O)CN1C(=O)C(CC)Oc2ccc(Cl)cc21 (stereo not drawn),-36,8,-3,0.0,1.6,.,2.7,0,36,0.1
CN(C)S(=O)(=O)N(CC(=O)Nc1ccc2ccccc2c1)c1ccccc1,-1,-7,.,4.4,1.6,-3,1.8,10,1,.
CC1(c2cccc(Br)c2)NC(=O)N(CC(=O)NCC2CCCO2)C1=O (stereo not drawn),6,0,-3,0.6,1.6,.,-0.6,-3,-6,-0.2
CN1CCN(S(=O)(=O)c2ccc(NC(=O)c3cccc(F)c3)cc2)CC1,2,.,1,0.6,-0.5,14,2.2,0,-2,-0.9
CCN(CC)CCCN1C(=O)C(=O)/C(=C(/O)c2ccc3c(c2)OCCO3)C1c1ccco1 (stereo not drawn),?,.,29,-1.9,0.1,-4,1.6,-2,-414,-2.0
CC(C)C[C@H](NC(=O)NCCC1=CCCCC1)C(=O)O,-6,4,14,0.0,-0.3,0,2.6,2,6,-0.8
CCCCOc1ccc(C(=O)Nc2cc(C)c(OCC(=O)N3CCOCC3)c(C)c2)cc1,-54,10,8,0.3,-3.3,-3,1.5,10,54,-1.4
CCC1Oc2ccccc2N(CC(=O)NCCN2CCCC2)C1=O (stereo not drawn),26,0,2,4.6,2.3,2,-1.3,-3,-26,0.0
O=C(O)c1ccccc1-c1c2cc(I)c(=O)c(I)c-2oc2c(I)c(O)c(I)cc12,12,-25,0&-4,1.8,0.3,-82,2.4&3.3,-13,-12,9.9
COc1ccc(CCNC(=O)CSc2nc(O)cc(=O)[nH]2)cc1OC,0,-9,1,0.0,-0.8,7,0.1,-1,0,-0.9
CCCCC(=O)Nc1cccc(-c2nn3c(C)nnc3s2)c1,5,6,.,2.2,-0.3,.,1.3,-1,-5,-4.7
Cc1nc2cc(NCc3ccccc3O)ccc2n1Cc1ccccc1,23,48,2,6.0,2.4,2,6.9,4,-23,-2.7
O=C(Nc1cccc(S(=O)(=O)N2CCCCC2)c1)[C@@H]1CCCN1S(=O)(=O)c1ccccc1C(F)(F)F,13,4,3,.,.,1,2.7,9,-13,-2.9
O=C(O)Cc1sc(N/N=C\c2ccncc2)nc1-c1ccccc1,.,-19,0,-1.4,-2.0,-6,1.1,2,.,-2.9
O=C(Nc1ccccc1C(=O)N1CCN(c2cccc(Cl)c2)CC1)C1=CSCCO1,-1,.,-2,2.6,2.7,1,3.0,-2,1,-2.7
CCc1ccc(NC(=O)c2cc3c(C)nc4ccccc4c3o2)cc1,-28,2,0,-2.0,0.0,-8,1.9,4,28,-13
Cc1ccc(CSc2nncn2-c2ccccn2)cc1,3,-2,-3,0.4,-2.6,-1,2.9,-2,-3,-0.5
COc1ccc(OC)c(S(=O)(=O)N2C(C)CCCC2C)c1 (stereo not drawn),5,1,.,0.9,2.4,4,1.2,8,-5,-2.2
CC1(c2ccc(Cl)cc2)NC(=O)N(CC(=O)Nc2ccc(F)cc2)C1=O (stereo not drawn),10,5,0,1.7,-0.3,-3,0.5,8,-10,-0.8
COc1ccc(NC(C)=O)cc1S(=O)(=O)N1CCN(C/C=C/c2ccccc2)CC1,.,1,2,-0.1,-4.0,1,0.1,4,.,0.8
O=c1ccc(Br)c[nH]1,20,.,-5,-0.7,0.6,-4,3.4,-8,-20,-0.4
COc1ccc(-c2sc(C(=O)c3ccc(Cl)cc3Cl)cc2CC(=O)O)cc1,11,.,-2,-1.1,-2.6,-4,1.8,-2,-11,-2.0
# Remaining list, next part
SMILES,SR-BI uptake up,MITF TRPM1 HTS,Wnt act,AddAB inh,E coli growth,CAL PDZ FP-1,phage Ecoli inh,Tat transport,SR-BI DiI inh,CAL PDZ FP-2
COc1ccc2c(C#N)c3ccccn3c2c1,-18,3,-2,0.9,1.0,-2,3.5,0,18,0.8
O=C(O)C(c1ccccc1)N1C(=O)/C(=C\c2ccc(O)c(O)c2)SC1=S (stereo not drawn),-29,-1,-4,-1.2,-0.2,-11,1.6,3,29,-0.4
Cc1cc(C)c2cccc(NC(=S)NC(=O)c3ccccc3)c2n1,-26,-9,-2,-5.8,-4.9,-5,-6.6,-2,26,.
CCC(CO)NCCNC(CC)CO (stereo not drawn),10,2,-2,-1.9,0.9,-2,6.4,5,1,0.2
CC(O)CNc1nc2c(c(=O)n(C)c(=O)n2C)n1Cc1cccc(Br)c1 (stereo not drawn),4,-9,-1,3.9,-0.4,-4,4.5,6,-4,-0.6
N#CC1(CCCN2CCCCC2)c2ccccc2CCc2ccccc21,-4,9,-1,-0.5,0.2,.,0.7,0,4,-0.7
Cc1ccsc1/C=N/NC(=O)C(O)c1ccccc1 (stereo not drawn),-13,3,2,-0.9,-1.5,.,2.9,-8,13,-1.0
CCC1CCCCN1S(=O)(=O)c1ccc(NC(=O)c2ccncc2)cc1 (stereo not drawn),-25,-23,-5,4.6,2.5,-7,2.1,-3,25,-4.1
CC1(C)CC(C)(c2ccc(O)cc2O)N(c2cccc(Cl)c2)C(=S)N1 (stereo not drawn),-7,-8,.,3.5,2.4,-2,2.2,-8,7,-0.5
CCC(COC(=O)Nc1ccccc1)NC(=O)OC(C)C (stereo not drawn),-13,7,1,5.2,0.8,-7,1.1,1,13,-0.6
CC(=O)Nc1c(O)n(C)c2ccccc12,14,-10,.,2.1,1.6,0,0.1,-3,-14,-1.4
Cc1ccc2cc(CN(Cc3ccco3)C(=O)c3ccco3)c3nnnn3c2c1,2,13,-1,1.3,0.1,0,0.3,2,-2,-3.8
CCN1C(=O)c2cccc3c(NC(=O)c4ccc(S(=O)(=O)N(C)C)cc4)ccc1c23,-16,-9,.,3.4,1.0,-2,3.3,3,16,-0.6

# Assay outcomes (PubChem)
